Screening data from PubChem.
ZTA counter – blocks Epstein-Barr virus ZTA, an EBNA-1 counter-screen; AID 2234; 0.15% of 320,000 active; ZTA-DNA binding, fluorescence polarization; inhibition, % at 11 µM; P03206; in the data active means inhibition above about 33%
Target sequence (P03206 whole entry, looked up): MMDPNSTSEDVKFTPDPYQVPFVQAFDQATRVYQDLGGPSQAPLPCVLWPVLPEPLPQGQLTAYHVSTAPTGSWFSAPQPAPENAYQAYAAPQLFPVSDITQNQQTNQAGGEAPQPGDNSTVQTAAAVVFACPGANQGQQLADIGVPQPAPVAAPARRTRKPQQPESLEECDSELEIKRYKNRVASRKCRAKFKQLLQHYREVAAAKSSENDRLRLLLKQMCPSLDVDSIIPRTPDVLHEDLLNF
LYPLA1 counter – LYPLA1 (human) inhibition in PME1 counter-screen. 0.16% of 320,000 active. recombinant LYPLA1, FP-Rh probe fluorescence polarization. inhibition, % at 5.9 µM. AID 2174. O75608;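 active means inhibition above the mean of all tested compounds plus 3 SD, set per campaign, cut at about 14% in these data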;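 further: inhibitors block serine hydrolase probe labeling of LYPLA1 so polarization falls; 0% = enzyme with DMSO and 100% = wells lacking LYPLA1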
LYPLA2 counter – blocks human lysophospholipase 2, a PME1 counter-screen. recombinant LYPLA2, FP-Rh probe fluorescence polarization. inhibition, % at 5.9 µM. 0.38% of 320,000 active. AID 2177;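 active means inhibition above the screen-wide mean plus 3 SD, limit set per campaign, cut at about 26% in these data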;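 further: 0% = LYPLA2 with DMSO and 100% = wells lacking LYPLA2 enzyme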
Target sequence (O95372 whole entry, looked up): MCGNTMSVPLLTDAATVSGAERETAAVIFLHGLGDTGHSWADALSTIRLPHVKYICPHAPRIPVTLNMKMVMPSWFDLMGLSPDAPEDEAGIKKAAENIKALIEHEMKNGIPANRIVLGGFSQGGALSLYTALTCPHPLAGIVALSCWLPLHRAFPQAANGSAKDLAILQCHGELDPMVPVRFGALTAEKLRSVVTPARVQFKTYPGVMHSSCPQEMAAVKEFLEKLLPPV
EBNA-1 inhibitor – blocks EBNA-1 binding to DNA; EBNA-1 DNA binding, fluorescence polarization; inhibition, % at 14.8 µM; 0.34% of 300,000 active; AID 1950; in the data active means inhibition above about 28%
PAD4 inh – inhibitors of human PAD4; Q9UM07; recombinant PAD4, RCA probe fluorescence polarization; inhibition, % at 6.36 µM; 0.41% of 330,000 active; AID 485272;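 active means percent inhibition above a cutoff equal to the mean of all tested compounds plus 3 SD, cut at about 15% in these data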;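 further: 0% = PAD4 with RCA probe and DMSO and 100% = probe without PAD4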
GSTO1 inh – GSTO1 inhibition, counter-screen for RBBP9 inhibitors; 1.1% of 300,000 active; AID 1974; inhibition, % at 5.96 µM; P78417; recombinant GSTO1, activity-based probe fluorescence polarization;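 active means inhibition above the campaign mean inhibition plus 3 SD, cut at about 35% in these data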;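 further: 0% = GSTO1-1 with DMSO and 100% = wells lacking GSTO1-1 enzyme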
Target sequence (P78417 whole entry, looked up): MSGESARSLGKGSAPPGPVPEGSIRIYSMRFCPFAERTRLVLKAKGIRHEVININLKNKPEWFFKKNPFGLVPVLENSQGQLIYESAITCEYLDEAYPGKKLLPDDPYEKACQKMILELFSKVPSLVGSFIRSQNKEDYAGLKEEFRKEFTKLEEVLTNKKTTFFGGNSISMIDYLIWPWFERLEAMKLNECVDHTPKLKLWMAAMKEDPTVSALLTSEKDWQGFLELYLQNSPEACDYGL
PAFAH2 inh – inhibitors of human PAFAH2. Q99487. recombinant PAFAH2, FP-rhodamine activity probe, fluorescence polarization. inhibition, % at 3.39 µM. 0.99% of 340,000 active. AID 492956;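 active means inhibition above the mean over all tested compounds plus 3 SD, cut at about 30% in these data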;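 further: inhibitors block probe labeling of enzyme so polarization drops; 0% = enzyme with DMSO and 100% = wells lacking PAFAH2 protein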
PAFAH1B3 FP inh – inhibitors of human PAFAH1B3 | Q15102 | recombinant PAFAH1B3, FP-rhodamine probe, fluorescence polarization | inhibition, % at 3.39 µM | 0.28% of 340,000 active | AID 492972;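 active means inhibition above the screen-wide average of all tested compounds plus 3 SD, cut at about 25% in these data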;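 further: 0% = enzyme with DMSO only and 100% = wells lacking PAFAH1B3 protein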
Target sequence (Q15102 whole entry, looked up): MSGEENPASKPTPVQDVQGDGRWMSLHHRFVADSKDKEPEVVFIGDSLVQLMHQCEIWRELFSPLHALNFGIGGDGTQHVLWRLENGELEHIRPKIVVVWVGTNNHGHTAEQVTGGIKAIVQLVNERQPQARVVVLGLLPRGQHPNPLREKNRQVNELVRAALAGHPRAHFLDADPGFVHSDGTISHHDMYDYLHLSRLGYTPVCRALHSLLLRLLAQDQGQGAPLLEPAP
PREPL inhibitor – inhibitors of human prolyl oligopeptidase-like enzyme PREPL; Q4J6C6; recombinant PREPL, fluorescence polarization activity-based probe; inhibition, % at 5.96 µM; 0.68% of 320,000 active; AID 2751; in the data active means inhibition above about 43%;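 further: 0% = enzyme with DMSO and 100% = wells lacking enzyme; many of its hits are not listed in these tables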
An asterisk follows results filed as active; nt = no result given.

SMILES	ZTA counter	LYPLA1 counter	LYPLA2 counter	EBNA-1 inhibitor	PAD4 inh	GSTO1 inh	PAFAH2 inh	PAFAH1B3 FP inh	PREPL inhibitor
Nn1c(Cc2cccc3ccccc23)nnc1SCc1c(F)cccc1Cl	7	-5	-3	6	-2	3	3	2	12
CCc1cccc2c(SC(C)C(=O)NCC3CCCO3)nc(-c3ccccc3)nc12 (stereo not drawn)	1	-1	-4	4	4	1	2	3	16
O=C(NCc1ccco1)c1ccc2c(c1)N(Cc1ccccc1)C(=O)CS2	-14	1	2	2	-2	4	-7	-1	-7
COc1cc(-c2nnc(SCC(=O)c3ccc(C)cc3)o2)cc(OC)c1OC	-4	-5	-1	-11	2	38*	7	-4	7
COc1ccc(C2CC(=O)N3CN(Cc4ccco4)CSC3=C2C#N)cc1 (stereo not drawn)	-4	-1	-2	11	-2	15	3	-4	-10
Cc1noc(C)c1CSc1nnc2ccc3ccccc3n12	7	-6	-3	13	0	0	5	-6	4
Cc1ccc(/C=N/NC(=O)c2nn(C)cc2Cl)cc1	5	0	1	2	0	6	-3	4	-4
COc1ccc(S(=O)(=O)N(C)CC(=O)NCc2cccnc2)cc1Cl	0	-4	-1	-5	-6	6	5	5	12
CCCCC1CC(/C(C)=N/NC(N)=O)OC1=O (stereo not drawn)	5	-2	-2	6	-5	12	-3	10	-8
CC(C)(C)Nc1nc(-c2ccccn2)nc2ccccc12	5	6	-1	-5	3	-7	7	7	47*
COc1ccc(COC(=O)C2=C(C)NC(=O)NC2c2cc(OC)ccc2OC)cc1 (stereo not drawn)	3	-2	5	-10	-2	-13	4	4	-9
COc1ccc(NC(=O)N2CCc3ccccc3C2)cc1OC	-1	2	5	12	0	2	-6	-1	5
O=C(NC1=NCCS1)c1ccc(Cl)c(Cl)c1	6	-4	-3	1	1	2	-5	4	-17
O=[N+]([O-])c1ccc(COc2cccc(CNc3ccc(Br)cc3)c2)cc1	-12	-12	8	-9	-2	1	-13	-3	34
O=C(/C=C/c1ccccc1)N/C(=C/c1ccccc1)C(=O)Nc1ccc(C(=O)O)cc1	-21	-2	-5	3	2	4	4	14	-7
COC(=O)Cc1c(C)c2ccc(OC(C)C)cc2oc1=O	2	-1	-4	-5	-3	15	-8	9	1
C[C@]12C(=O)N(c3ccc(C(F)(F)F)cc3)C(=O)N1[C@H]1c3ccccc3OC[C@@H]1[C@H]2c1ccccc1	nt	nt	nt	nt	-4	nt	-10	11	2
C/C(=N\N)c1c(-c2ccccc2)c2cc(Br)ccc2[nH]c1=O	-1	0	-1	-13	-7	-3	1	-4	-3
O=C(N/N=C1\CCCc2ccccc21)c1ccccc1Cl	4	-2	-1	-3	-4	2	3	2	-9
Nc1c(C(=O)c2ccc(Cl)cc2)oc2ccccc12	0	3	3	5	2	-3	-6	4	-3

By substructure: the compounds so far containing a Cl atom.
SMILES	ZTA counter	LYPLA1 counter	LYPLA2 counter	EBNA-1 inhibitor	PAD4 inh	GSTO1 inh	PAFAH2 inh	PAFAH1B3 FP inh	PREPL inhibitor
Nn1c(Cc2cccc3ccccc23)nnc1SCc1c(F)cccc1Cl	7	-5	-3	6	-2	3	3	2	12
Cc1ccc(/C=N/NC(=O)c2nn(C)cc2Cl)cc1	5	0	1	2	0	6	-3	4	-4
COc1ccc(S(=O)(=O)N(C)CC(=O)NCc2cccnc2)cc1Cl	0	-4	-1	-5	-6	6	5	5	12
O=C(NC1=NCCS1)c1ccc(Cl)c(Cl)c1	6	-4	-3	1	1	2	-5	4	-17
O=C(N/N=C1\CCCc2ccccc21)c1ccccc1Cl	4	-2	-1	-3	-4	2	3	2	-9
Nc1c(C(=O)c2ccc(Cl)cc2)oc2ccccc12	0	3	3	5	2	-3	-6	4	-3

The list goes on:
SMILES	ZTA counter	LYPLA1 counter	LYPLA2 counter	EBNA-1 inhibitor	PAD4 inh	GSTO1 inh	PAFAH2 inh	PAFAH1B3 FP inh	PREPL inhibitor
Cc1cc2nc(-c3ccc(=O)[nH]c3)n(Cc3ccccc3)c2cc1C	-3	-2	2	7	1	0	-7	8	9
CC1Cc2ccccc2N1CC(=O)NC(=O)NCc1ccco1 (stereo not drawn)	7	-7	6	-3	-2	-4	-3	7	5
COC(=O)c1ccc(COc2ccccc2/C=N/NS(=O)(=O)c2ccccc2)cc1	-7	-5	-1	1	0	-6	-8	-7	0
CCCCN(CC)C(=O)c1cc2c(=O)n3cccc(C)c3nc2s1	9	13	9	17	2	4	-8	8	0
COc1ccc(NC(=O)CN(C)S(=O)(=O)c2cccc3nsnc23)cc1	-1	-2	-6	-6	-1	-2	9	5	15
CN(C)CCN(C(=O)c1ccc2ccccc2c1)c1nc2cc3c(cc2s1)OCCO3	-12	0	-2	-9	-5	6	-3	2	-1
N#CC(C#N)=C1C=CC=CN1/C(=C\c1ccccc1Cl)C(=O)c1ccccc1	0	-5	2	6	4	6	9	9	16
CCC(Sc1nc(N)c(NC(=O)c2ccc(OC)c(OC)c2)c(=O)[nH]1)C(=O)OC (stereo not drawn)	-2	0	3	1	0	12	-9	1	17
C=CCN1C(=O)C(CC(=O)O)SC1=Nc1c(C)n(C)n(-c2ccccc2)c1=O (stereo not drawn)	15	0	6	6	1	3	1	6	2
O=C(COc1ccccc1/C=C1\SC(=O)NC1=O)Nc1ccccc1	-7	-5	-4	8	-2	-15	-13	-9	1
O=C(O)Cn1cnc2scc(-c3ccccc3)c2c1=O	-9	-1	7	-6	-8	5	5	9	4
CCc1c(C)nc(N)nc1Cl	25	-2	-3	7	-1	4	9	2	-6
O=C(O)CCc1[nH]c2ccccc2c1Sc1ccccc1	12	2	-4	18	-7	13	31*	4	-8
COc1ccc(OC)c(C(c2nnnn2C2CCCC2)N2CCN(c3ccccc3)CC2)c1 (stereo not drawn)	-1	1	0	-15	-3	-1	3	6	11
Cc1c(Cl)cccc1N(CC(=O)N1CCCCCC1)S(C)(=O)=O	-4	-1	-1	3	-2	-4	10	2	6
COc1ccc(C2c3c(-c4ccccc4)n[nH]c3C(=O)N2c2ccc(C(=O)O)cc2)cc1 (stereo not drawn)	9	3	2	-3	-1	0	-4	-3	-3
Cc1cccn2c(=O)c3cc(C(=O)NCc4cccnc4)c(=N)n(C(C)C)c3nc12	-14	-1	-3	1	2	-5	-13	-1	21
COC(=O)c1ccc(CSc2ccc3nnc(-c4ccc(OC)c(OC)c4)n3n2)o1	7	1	1	-6	-1	-11	4	11	17
O=[N+]([O-])c1cc(S(=O)(=O)N2CCCC2)ccc1OCCOc1ccccc1	6	-1	8	nt	2	nt	0	3	21
Cc1ncc(CO)c2cc(-c3nnc(Nc4ccc5c(c4)OCO5)s3)c(=O)oc12	-7	-2	1	4	4	14	-3	14	9
Cc1ccc(S(=O)(=O)N2CCC(NC(=O)C3CCCCC3)CC2)cc1	3	-3	3	-9	2	0	-7	-3	0
N#Cc1ccc2c(c1)nnn2-c1ccccc1	3	-7	-1	-2	-6	-5	nt	nt	2
S=C(NCCc1ccccn1)Nc1ccccc1	-5	0	-3	2	-1	-1	3	8	1
O=C(NCCCNC(=O)c1cnccn1)c1ccc(Cl)c(Cl)c1	31	-5	1	14	-1	3	6	7	17
COc1ccc(N2CCc3c(C)nc(SC)nc32)cc1	4	2	1	-3	1	3	2	5	15
CC(C)(C)c1cc(=O)[nH]c(SCc2ccccc2Cl)n1	18	0	1	12	-1	-43	16	4	-12
CCn1c(SCC(=O)NCc2cccs2)nnc1-c1ccncc1	-12	3	5	-10	-4	6	7	3	8
COc1cc(/C=C/C(=O)OCC(=O)c2c[nH]c3ccccc23)ccc1OC(F)F	-22	-27	-40	0	-3	-3	-22	-5	-18
Cn1nc(C(F)(F)F)c(/C=N/OC(=O)c2ccccc2Cl)c1SCc1ccccc1Cl	18	-2	-6	8	-4	5	5	3	-5
O=C(CCNC(=O)c1ccc(Cl)cc1)Nc1ccccc1N1CCCCC1	-9	0	-4	1	4	7	3	3	8
C=CCn1c(CCNC(=O)c2ccc(Cl)c(Cl)c2)nnc1SCCOc1ccc(OC)cc1	-8	0	1	7	-7	6	4	0	30
CS(=O)(=O)Nc1cccc(-c2cn3c(n2)SCC3)c1	-15	-2	-3	-5	2	-3	-2	7	14
COc1ccc(C2C(C(=O)O)CCC(=O)N2c2ccc(C)cc2)cc1OC (stereo not drawn)	-8	0	-3	9	-6	1	1	1	8
COc1ccc2[nH]c3c(=O)n(Cc4ccco4)cnc3c2c1	2	0	4	8	1	6	6	-3	2
COc1ccc(-c2cccc(NC(=O)c3cccs3)c2)nn1	-9	3	0	-8	3	-5	3	2	-6
CCCCNc1ccc(C(CC(N)=O)NC(=O)c2ccccc2)cc1[N+](=O)[O-] (stereo not drawn)	2	5	10	4	-1	-6	1	2	10
O=C(O)CC(Cc1ccc(Cl)cc1)C(=O)Nc1ccccc1 (stereo not drawn)	-7	2	1	-19	-2	-5	6	12	16
O=C(CCn1c(=S)oc2ccccc21)NC1CCCCC1	4	-2	-1	1	-2	6	0	3	6
O=C(NCC(c1ccco1)N1CCc2ccccc21)c1ccccc1Br (stereo not drawn)	5	0	2	-2	2	7	4	7	-6
CCOc1cc(C(=O)N2CCN(c3ccccn3)CC2)cc(OCC)c1OCC	-11	1	-1	-12	-4	-4	-8	-2	5
CCn1c(/C=C/N(C(C)=O)c2ccccc2)[n+](CCCS(=O)(=O)[O-])c2cc(Cl)c(Cl)cc21	12	3	18	10	-3	1	-2	6	6
O=C(CC(=O)N/N=C\c1cccc(Cl)c1Cl)NCc1ccccc1	2	-3	-13	1	-3	-5	3	10	5
Cn1c(SCc2ccccc2F)nc2ccccc2c1=O	8	0	0	2	1	-1	-7	3	0
N#C/C(=C\c1ccc(OCc2ccc(Br)cc2)cc1)C(=O)Nc1cccc(C(=O)O)c1	3	-2	9	14	2	-22	-31	-7	9
COc1ccc(N/C=C\C(=O)c2ccc3c(c2)OCO3)cc1	-9	0	9	1	4	8	0	6	7
O=C(NC1CCCCC1)c1ccc(-n2cncn2)c([N+](=O)[O-])c1	nt	nt	nt	nt	-1	nt	-3	5	9
CCOC(=O)c1sc(NC(=O)C2CC(=O)N(c3ccc(C)cc3)C2)nc1C (stereo not drawn)	-1	-3	5	3	-3	2	2	2	-3
NC(N)=S	nt	nt	nt	nt	-2	nt	-9	3	15
COc1ccc(C(CC(=O)N2CCN(c3ccccc3)CC2)c2c(OC)cc(OC)c3ccc(=O)oc23)cc1 (stereo not drawn)	-15	-1	-7	10	1	1	8	13	-46
COc1ccc(N/C=C(\C#N)S(=O)(=O)c2ccc(OC)cc2)cc1	-14	-1	1	-13	-5	-12	1	5	-15
CSCCC(NC(=O)c1ccc(C(C)(C)C)cc1)C(=O)O (stereo not drawn)	5	-3	-6	-9	0	8	-1	7	-20
CC(C)C(=O)Nc1csc(C(F)(F)F)c1-c1ccccc1	1	1	1	-9	-1	4	1	0	3
CC(=O)c1ccc(S(=O)(=O)Nc2ccc(S(=O)(=O)N3CCCCC3)cc2)cc1	nt	nt	nt	nt	0	nt	3	12	15
COc1ccc(C(=O)NCc2csc(C(C)C)n2)cc1OC1CCN(C(C)=O)CC1	-6	0	3	-5	-4	2	4	6	4
COc1ccc(-n2cnnc2SCC(=O)Nc2ccc(C(N)=O)cc2)cc1	5	-1	-4	5	-1	2	-15	3	-13
COc1ccc(N/C=C(\[N+](=O)[O-])S(=O)(=O)c2ccccc2)cc1	-3	0	-3	-15	-5	5	4	5	11
CCN(C(=O)COC(=O)c1cccnc1SC)C1CCCCC1	-16	-2	4	nt	-2	nt	2	2	5
CCOC(=O)C1CCN(C(=O)CSC2=NCCS2)CC1	-2	1	-1	-11	-6	-7	0	1	12

Some of the compounds tested; count on the stated rates, not on these rows.
